Hep lipid drop: modulators of hepatic lipid droplet formation. AML12 mouse hepatocytes, oleate lipid droplets, BODIPY imaging. 240,000 compounds, 0.4% hits. inhibition, % at 6.5 µM;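 active = lipid droplet intensity inhibited by at least 50%, with more than 500 cells counted; inconclusive = wells with under 300 cells, treated as cytotoxic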
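Test system: AML12 mouse liver cells; schedule: overnight exposure; technique: high-content imaging of BODIPY-stained droplets and DAPI nuclei; read-out: % inhibition of corrected integrated BODIPY droplet signal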
Dynein transport: blocks dynein driven cargo transport along microtubules; 3617.4 mouse cells, GR-EGFP nuclear translocation imaging; test concentration mostly 20 µM; stimulated with dexamethasone, 1 µM; active compounds read low; z-score, hits read low; 220,000 compounds, 0.47% hits;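 active = plate z-score of nuclear minus cytoplasmic receptor signal below a set negative limit, without overly bright fluorescence or cell loss, cut at about -3.5 in these data, passing the limit was not always enough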;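 note: z-score of nuclear minus cytoplasmic ring GR-EGFP intensity difference per well; some compounds called inactive have numbers as strong as hits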
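Buffer or medium: tet-free, stripped-serum medium; Also added: dexamethasone, 1.0 µM final; Technique: high-content fluorescence imaging after fixation; Times: 48 h induction, 1 h compound, 30 min dex at 37 °C; Read-out: per-cell GR-EGFP intensity, nucleus versus surrounding cytoplasmic ring, well-averaged.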
CSM14.1 death rescue: rescue of cells from ER stress-induced death, primary screen, 384-well, CSM14.1, thapsigargin, ATP luminescence (AID 1222). CSM14.1 thapsigargin-induced death rescue, ATP luminescence; higher % means a stronger effect. cellular ATP content (survival), % at 20 µM; hits with a dose series show EC50 in µM. 190,000 tested, under 10 active;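 active = EC50 below 50 µM in the dose-response confirmation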;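 note: death triggered by thapsigargin at about 15 µM added after 2 h compound pretreatment; cell ATP read after overnight thapsigargin exposure of roughly 18 to 22 hours; normalized against plate controls of thapsigargin alone and 5% DMSO vehicle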
MT stabilizer: microtubule stabilization, imaging screen; % tubulin-high responders, % at 10 µM; HeLa tubulin immunostaining HCS, 24 h; share of cells brighter than vehicle mean+2SD; AID 2205; 200,000 compounds, 0.83% hits;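 active = plate Z-score above 3 for both tubulin-high and condensed-nucleus cell shares, with cell loss under 80%, at 10 µM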;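 note: anti alpha tubulin signal scored within the nucleus-defined area of each cell; some results filed as inactive read as strong as hits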
Ins promoter up: MIN6 insulin promoter up-regulation; MIN6 insulin promoter-GFP reporter, high-content imaging; active compounds read high; z-score at 5 µM; 190,000 compounds, 0.3% hits; AID 1625;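 active = z-score above 3 at 5 µM with at least 500 cells counted in the well; inconclusive = wells under 500 cells, flagged as cytotoxic or low count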
Autophagy mod: autophagy modulation, high-content screen; 190,000 compounds, 0.98% hits; calls only at 10 µM (by protocol); MEF GFP-LC3 puncta imaging; test concentration mostly 10 µM;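 active = percentage of spot-positive cells more than 3 SD above its plate mean, without a fluorescence outlier flag or 80% toxicity; inconclusive = no clear call, values can overlap the other calls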;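 note: spot-positive cell cutoff set from DMSO-treated cells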
Salmonella PhoP GFP: PhoP-dependent GFP reporter repression – Salmonella Typhimurium, primary screen (AID 1863) | 300,000 compounds, 0.16% hits | S. Typhimurium PhoP-regulated promoter GFP reporter, 4 h; higher % means a stronger effect | one-dose inhibition, % at 50 µM; IC50 in µM for titrated hits;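 active = inhibition over 29.93%, a cutoff 3 SD above the screen mean, later confirmed by dose response; inconclusive = inhibition over 29.93% but no dose response follow-up; inactive = inhibition at most 29.93% or unconfirmed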;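 note: 0% = low Mg2+ inducing control and 100% = high Mg2+ repressing control; strong numbers were not always called active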
bCat nuc transl: modulators of beta-catenin nuclear translocation; HeLa beta-catenin nuclear translocation, immunofluorescence imaging; nuclear translocation activity, % at 5 µM; 190,000 compounds, 0.3% hits; AID 1665;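 active = nuclear translocation activity above 50% at 5 µM, with a well cell count of 50 or more; inconclusive = wells under 50 cells across six images, flagged as toxic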;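 note: per-cell ratio of nuclear to cytoplasmic median beta-catenin stain intensity; plate controls were DMSO negative control for no effect and GSK-3 inhibitor IX positive control for full effect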
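test system = HeLa cells, endogenous beta-catenin | dosing = single 5 µM dose plus 0.02–20 µM confirmation series | times = compound treatment 24 h, 37°C, 5% CO2 | technique = beta-catenin immunofluorescence imaging with DAPI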
T cell HTS: T cell immune modulators affecting CD8 T cell-vesicle binding. 2C CD8+ T cell-vesicle binding, flow cytometry; active compounds read low. AID 2052. calls only at 7 µM. 330,000 compounds, 0.068% hits;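 active = response, share of CD8 T cells binding vesicles, and their 90th percentile fluorescence all below set limits, cut at about 80% in these data, passing the limit was not always enough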
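Assay system: 2C TCR transgenic mouse naive CD8+ T cells, MACS-purified | Read-out: CD8+ gate FL2 mean fluorescence as % of same-row positive control | Signal: High-throughput flow cytometry with anti-B7-1 and anti-CD8 staining | Timing: Binding step 1.5 h, 37 °C, antibody labelling 20 min, ice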
Dynein transport cytoplasmic EGFP: further read-out of Dynein transport, marked with its call; z-score; measured here: cytoplasmic GR-EGFP intensity; active compounds read high
Dynein transport nuclear GR-EGFP: further read-out of Dynein transport, marked with its call; z-score; measured here: nuclear GR-EGFP intensity;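 lower value marks the stronger effect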
Dynein transport cell count: recorded beside Dynein transport, whose call it bears; z-score; measured here: cell count per field
Ins promoter up cell count: also measured in Ins promoter up; calls as there; cell count; measured here: cytotoxicity, nuclei count;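 total cells summed across four imaged fields per well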
Hep lipid drop cells 6.5 µM: recorded beside Hep lipid drop, whose call it bears; cell count; measured here: cell count, cytotoxicity flag;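 cells counted across two imaged fields per well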
bCat nuc transl cell count 5 µM: second read-out of bCat nuc transl, no call of its own (marks repeat the call); cell count; measured here: cell count, cytotoxicity flag
T cell HTS vesicle-bound %: recorded beside T cell HTS, whose call it bears; double positive events, %; measured here: CD8+ vesicle-bound cell fraction;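 binding gate set so that unloaded-vesicle control wells show 10% double positive cells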
MT stabilizer Hoechst-high %: also measured in MT stabilizer; calls as there; % Hoechst-high responders; measured here: nuclear condensation Hoechst responders;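 share of cells brighter than vehicle mean plus two SD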
MT stabilizer cytotoxicity %: second read-out of MT stabilizer, no call of its own (marks repeat the call); toxicity, %; measured here: cytotoxicity by cell density;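 0% = mean cell density of plate MIN control wells and 100% = no cells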
Autophagy mod cell loss 18 h: recorded beside Autophagy mod, whose call it bears; toxicity, %; measured here: cell loss, nuclei count;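 cell loss after 18 h compound exposure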
* marks the source's active call; other numbers are inactive results.

Screening O=C(c1ccc(Cl)c(S(=O)(=O)N2CCCC2)c1)N1CCN(c2ncccn2)CC1 returned Hep lipid drop -10.7, Dynein transport 0.582, CSM14.1 death rescue -0.2%, MT stabilizer 2.0, Ins promoter up 0.44, Autophagy mod inactive, Salmonella PhoP GFP -8.6%, bCat nuc transl 1.0, T cell HTS inactive, Dynein transport cytoplasmic EGFP -0.362, Dynein transport nuclear GR-EGFP 0.649, Dynein transport cell count -0.0843, Ins promoter up cell count 1355, Hep lipid drop cells 6.5 µM 693, bCat nuc transl cell count 5 µM 1035, T cell HTS vesicle-bound % 36.9, MT stabilizer Hoechst-high % 1.8, MT stabilizer cytotoxicity % 5.4 and Autophagy mod cell loss 18 h 4.3.
Screening CCc1ccc(S(=O)(=O)NCCc2cn3ccccc3n2)s1 returned Dynein transport 1.78, CSM14.1 death rescue -0.5%, MT stabilizer 2.7, Ins promoter up 0.01, Autophagy mod inactive, Salmonella PhoP GFP 6.3%, bCat nuc transl -0.6, T cell HTS inactive, Dynein transport cytoplasmic EGFP -0.0785, Dynein transport nuclear GR-EGFP 2.03, Dynein transport cell count -2.27, Ins promoter up cell count 1635, bCat nuc transl cell count 5 µM 1335, T cell HTS vesicle-bound % 57.3, MT stabilizer Hoechst-high % 1.2, MT stabilizer cytotoxicity % 4.7 and Autophagy mod cell loss 18 h 11.8.
For CC1CC(C)CN(CCCNC(=O)Cn2ncn3cccc3c2=O)C1 (stereo unspecified) the results were Hep lipid drop 0.7, Dynein transport -0.928, CSM14.1 death rescue -2.3%, MT stabilizer 1.8, Ins promoter up -0.04, Autophagy mod inactive, Salmonella PhoP GFP -8.1%, bCat nuc transl -0.9, T cell HTS inactive, Dynein transport cytoplasmic EGFP -0.196, Dynein transport nuclear GR-EGFP -0.433, Dynein transport cell count 0.699, Ins promoter up cell count 829, Hep lipid drop cells 6.5 µM 784, bCat nuc transl cell count 5 µM 1106, T cell HTS vesicle-bound % 30.6, MT stabilizer Hoechst-high % 1.1, MT stabilizer cytotoxicity % 6.3 and Autophagy mod cell loss 18 h -3.8.
`CCCCCCCCCCCC(=O)N1CC(=O)NC(=O)C1` gave Hep lipid drop 5.9, Dynein transport 0.0702, Ins promoter up 0.17, Salmonella PhoP GFP -7.5%, bCat nuc transl -2.0, T cell HTS inactive, Dynein transport cytoplasmic EGFP -0.154, Dynein transport nuclear GR-EGFP -0.0498, Dynein transport cell count 0.802, Ins promoter up cell count 1380, Hep lipid drop cells 6.5 µM 789, bCat nuc transl cell count 5 µM 964 and T cell HTS vesicle-bound % 57.5.
For Cc1ccc(C(=O)NCCCNCCCN(C)C)cn1 the results were Hep lipid drop 11.3, Dynein transport 1.65, CSM14.1 death rescue 3.5%, MT stabilizer 8.1, Ins promoter up -0.53, Autophagy mod inactive, Salmonella PhoP GFP -12.2%, bCat nuc transl -6.5, T cell HTS inactive, Dynein transport cytoplasmic EGFP -0.327, Dynein transport nuclear GR-EGFP 0.976, Dynein transport cell count -1.35, Ins promoter up cell count 977, Hep lipid drop cells 6.5 µM 706, bCat nuc transl cell count 5 µM 1199, T cell HTS vesicle-bound % 50.4, MT stabilizer Hoechst-high % 2.2, MT stabilizer cytotoxicity % 4.3 and Autophagy mod cell loss 18 h -1.1.
For COc1ccc(N/N=C(\C#N)C(=N)N2CCOCC2)cc1 the results were Hep lipid drop -4.8, Dynein transport -0.848, CSM14.1 death rescue -0.7%, MT stabilizer 2.9, Autophagy mod inactive, Salmonella PhoP GFP 5.4%, bCat nuc transl 3.5, T cell HTS inactive, Dynein transport cytoplasmic EGFP -0.343, Dynein transport nuclear GR-EGFP -0.628, Dynein transport cell count 1.08, Hep lipid drop cells 6.5 µM 650, bCat nuc transl cell count 5 µM 488, T cell HTS vesicle-bound % 29.9, MT stabilizer Hoechst-high % 2.2, MT stabilizer cytotoxicity % 4.6 and Autophagy mod cell loss 18 h 5.4.
For CC(C(Sc1ccccc1N)c1ccccc1)[N+](=O)[O-] (stereo unspecified) the results were Hep lipid drop 5.8, Dynein transport -5.5*, Ins promoter up -2.56, Salmonella PhoP GFP 0.0%, bCat nuc transl 0.6, T cell HTS inactive, Dynein transport cytoplasmic EGFP 2.22*, Dynein transport nuclear GR-EGFP -2.46*, Dynein transport cell count -0.0864*, Ins promoter up cell count 698, Hep lipid drop cells 6.5 µM 675, bCat nuc transl cell count 5 µM 1253 and T cell HTS vesicle-bound % 22.7.
`C=C(C)COc1ccc(-c2nc(N)ncc2Oc2ccccc2OC)c(O)c1` gave Dynein transport -0.311, CSM14.1 death rescue -0.4%, MT stabilizer 4.7, Ins promoter up -0.77, Autophagy mod inactive, Salmonella PhoP GFP 19.2%, bCat nuc transl -1.9, T cell HTS inactive, Dynein transport cytoplasmic EGFP -0.252, Dynein transport nuclear GR-EGFP 0.145, Dynein transport cell count -0.237, Ins promoter up cell count 1323, bCat nuc transl cell count 5 µM 1002, T cell HTS vesicle-bound % 42.0, MT stabilizer Hoechst-high % 5.1, MT stabilizer cytotoxicity % 2.5 and Autophagy mod cell loss 18 h 6.1.
For c1ccc(C2CCC(N3CCC(N4CCCCC4)CC3)CC2)cc1 (stereo unspecified) the results were Dynein transport 0.448, CSM14.1 death rescue -0.7%, MT stabilizer 2.8, Ins promoter up -0.74, Autophagy mod inactive, Salmonella PhoP GFP 8.5%, bCat nuc transl -0.8, T cell HTS inactive, Dynein transport cytoplasmic EGFP -0.176, Dynein transport nuclear GR-EGFP 0.578, Dynein transport cell count -0.599, Ins promoter up cell count 1526, bCat nuc transl cell count 5 µM 1374, T cell HTS vesicle-bound % 41.8, MT stabilizer Hoechst-high % 1.9, MT stabilizer cytotoxicity % 5.9 and Autophagy mod cell loss 18 h -26.1.
Cc1ccccc1NC(=O)/C(C#N)=C\c1ccsc1 was read as Hep lipid drop -16.5, Dynein transport -0.579, CSM14.1 death rescue 0.9%, MT stabilizer 5.3, Ins promoter up -0.03, Autophagy mod inactive, Salmonella PhoP GFP -10.2%, bCat nuc transl -2.1, T cell HTS inactive, Dynein transport cytoplasmic EGFP -0.277, Dynein transport nuclear GR-EGFP -0.552, Dynein transport cell count 0.122, Ins promoter up cell count 1281, Hep lipid drop cells 6.5 µM 665, bCat nuc transl cell count 5 µM 876, T cell HTS vesicle-bound % 30.7, MT stabilizer Hoechst-high % 2.9, MT stabilizer cytotoxicity % 7.8 and Autophagy mod cell loss 18 h -3.6.
Screening O=C(CS(=O)(=O)Cc1ccccc1)Nc1ccccc1Cl returned Hep lipid drop 23.3, Dynein transport -0.597, CSM14.1 death rescue -2.9%, MT stabilizer 2.1, Ins promoter up -0.3, Autophagy mod inactive, Salmonella PhoP GFP -0.8%, bCat nuc transl -0.2, T cell HTS inactive, Dynein transport cytoplasmic EGFP -0.0239, Dynein transport nuclear GR-EGFP -0.624, Dynein transport cell count 0.495, Ins promoter up cell count 1387, Hep lipid drop cells 6.5 µM 638, bCat nuc transl cell count 5 µM 967, T cell HTS vesicle-bound % 51.1, MT stabilizer Hoechst-high % 2.2, MT stabilizer cytotoxicity % 7.6 and Autophagy mod cell loss 18 h -6.8.
COCCCNC(=O)c1ccc2c(=O)n(Cc3ccc(OC)cc3)c(=O)[nH]c2c1 was read as Hep lipid drop -34.2, Dynein transport 0.486, CSM14.1 death rescue -1.6%, MT stabilizer 2.7, Ins promoter up -0.5, Autophagy mod inactive, Salmonella PhoP GFP -7.0%, bCat nuc transl -1.8, T cell HTS inactive, Dynein transport cytoplasmic EGFP -0.346, Dynein transport nuclear GR-EGFP 0.235, Dynein transport cell count -0.554, Ins promoter up cell count 1302, Hep lipid drop cells 6.5 µM 496, bCat nuc transl cell count 5 µM 1118, T cell HTS vesicle-bound % 32.0, MT stabilizer Hoechst-high % 2.7, MT stabilizer cytotoxicity % 7.9 and Autophagy mod cell loss 18 h 2.2.
`Oc1ccc(CN2CCN(c3ccccc3)CC2)c2cccnc12` gave Hep lipid drop -1.5, Dynein transport 0.605, CSM14.1 death rescue -1.6%, MT stabilizer 4.7, Ins promoter up inconclusive, Autophagy mod inactive, Salmonella PhoP GFP -1.5%, bCat nuc transl -0.8, T cell HTS inactive, Dynein transport cytoplasmic EGFP -0.218, Dynein transport nuclear GR-EGFP 0.194, Dynein transport cell count -0.824, Hep lipid drop cells 6.5 µM 765, bCat nuc transl cell count 5 µM 1168, T cell HTS vesicle-bound % 27.5, MT stabilizer Hoechst-high % 2.9, MT stabilizer cytotoxicity % 4.0 and Autophagy mod cell loss 18 h 25.5.
`COc1ccc(S(=O)(=O)c2ccc(O)cc2)cc1` gave Dynein transport -2.14, CSM14.1 death rescue 1.3%, MT stabilizer 1.3, Ins promoter up 0.82, Autophagy mod inactive, Salmonella PhoP GFP -7.6%, T cell HTS inactive, Dynein transport cytoplasmic EGFP -0.27, Dynein transport nuclear GR-EGFP -0.731, Dynein transport cell count 1.04, Ins promoter up cell count 902, T cell HTS vesicle-bound % 38.3, MT stabilizer Hoechst-high % 1.3, MT stabilizer cytotoxicity % 6.9 and Autophagy mod cell loss 18 h 26.6.

Hits appear at their usual frequency (roughly 3% active in at least one column).
